AmpC no deterg: inhibitors of E. coli AmpC beta-lactamase without detergent; Potency, µM (highest dose often 57.1 µM), inactives show at the highest dose activity change, negative = inhibition, most hits filed as inhibitors; 0.52% of 330,000 active; AID 485341; AmpC nitrocefin hydrolysis, absorbance 480 nm, 0.0001% Triton;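 further: potency means the concentration at half of the fitted maximal effect; plate controls were no compound for no effect and no enzyme for full effect; nearly all actives have a fitted effect of over 20% in size; some results filed as inactive show a strong effect at the top dose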
Target sequence (P00811 whole entry, looked up): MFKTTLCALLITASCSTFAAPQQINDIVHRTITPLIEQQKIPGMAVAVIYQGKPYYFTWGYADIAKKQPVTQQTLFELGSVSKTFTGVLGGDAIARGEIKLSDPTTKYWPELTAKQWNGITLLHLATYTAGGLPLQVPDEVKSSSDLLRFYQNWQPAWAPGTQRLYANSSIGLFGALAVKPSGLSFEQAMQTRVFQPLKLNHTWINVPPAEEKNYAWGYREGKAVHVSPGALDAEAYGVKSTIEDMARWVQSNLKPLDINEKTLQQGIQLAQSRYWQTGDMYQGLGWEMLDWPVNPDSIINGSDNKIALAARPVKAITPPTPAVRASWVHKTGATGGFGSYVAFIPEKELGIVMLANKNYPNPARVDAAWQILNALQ
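AmpC (5.3 nM in the dispensed reagent) in 20 mM phosphate pH 7.0 with 0.01% (detergent screen) or 0.0001% Triton X-100 was preincubated with compounds for 15 min at room temperature. Nitrocefin was then added from an 800 uM solution, and hydrolysis was followed at 480 nm.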
Pf growth 48h: P. falciparum growth inhibition at 48 hours (one generation). P. falciparum luciferase growth in erythrocytes, 48 h. Potency, µM (series often up to 28.7 µM), for the others: at the highest dose activity change, negative = inhibition, most hits filed as inhibitors. 5.9% of 310,000 active. AID 504832; further: potency means the concentration at half of the fitted maximal effect; on the % scale 0 is the no-effect control and ±100 the full control effect
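In quantitative HTS format, infected erythrocytes bearing luciferase-reporter parasites were treated for a single generation at 37 C. Luminescence after adding detection reagent served as the growth measure.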
Shiga inhibitor: blocks Shiga toxin action in Vero cells | Vero cells, Shiga toxin protein synthesis inhibition reporter | inhibition, % at 38.7 µM | 9.2% of 290,000 active; in the data active means inhibition mostly above about 28%, no sharp cut-off; inactive means mostly below about 43%; further: 0% is about no effect
Tb PYK inh: inhibitors of Trypanosoma brucei pyruvate kinase | Q57TT1 | TbPYK enzyme, Kinase-Glo Plus ATP luminescence, 45 min | Potency, µM (highest dose often 76.8 µM), inactives show top-dose activity, negative = inhibition, most hits filed as inhibitors | 0.12% of 410,000 active; further: potency means the concentration at half of the fitted maximal effect; on the % scale 0 is the no-effect control and ±100 the full control effect; nearly all actives have a fitted effect of over 50% in size
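ADP (130 uM final) triggers the TbPYK reaction after compound addition; incubation is 45 min at room temperature. Kinase-Glo Plus is then added and luminescence imaged. Normalized data are fitted to concentration-effect curves.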
Pf growth 96h: P. falciparum growth inhibition at 96 hour, primary screen for plastid delayed-death inhibitors; P. falciparum luciferase reporter growth, 96 h; 6.9% of 320,000 active; Potency, µM (top dose mostly 28.7 µM), for the others: top-dose activity change, negative = inhibition, actives largely listed as inhibitors; AID 504834; further: potency means the concentration at half of the fitted maximal effect; on the % scale 0 is the no-effect control and ±100 the full control effect
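P. falciparum expressing integrated firefly luciferase grown in erythrocytes (2% hematocrit, 0.05% parasitemia final) with compounds for 96 hours at 37 C, 5% CO2. Growth inhibition read as loss of luminescence after adding luciferase detection reagent.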
CHX counter: affects cycloheximide protein synthesis inhibition readout, counter-screen; cell reporter, cycloheximide protein synthesis inhibition counterscreen; max response, %; 12% of 300,000 active; AID 2314; in the data active means max response mostly above about 13%, no sharp cut-off; inactive means mostly below about 14%; further: read at 38.3 µM for the half of the compounds with a filed dose; 0% is about no effect
LmPK inhibitor: inhibitors of Leishmania mexicana pyruvate kinase; purified LmPK, Kinase-Glo ATP luminescence, 1 h; Potency, µM (highest dose often 57.5 µM), inactives show at the highest dose activity change, negative = inhibition, hits mostly inhibitors; 0.37% of 290,000 active; AID 1721; further: potency means the concentration at half of the fitted maximal effect; on the % scale 0 is the no-effect control and ±100 the full control effect
Target sequence (Q27686 whole entry, looked up): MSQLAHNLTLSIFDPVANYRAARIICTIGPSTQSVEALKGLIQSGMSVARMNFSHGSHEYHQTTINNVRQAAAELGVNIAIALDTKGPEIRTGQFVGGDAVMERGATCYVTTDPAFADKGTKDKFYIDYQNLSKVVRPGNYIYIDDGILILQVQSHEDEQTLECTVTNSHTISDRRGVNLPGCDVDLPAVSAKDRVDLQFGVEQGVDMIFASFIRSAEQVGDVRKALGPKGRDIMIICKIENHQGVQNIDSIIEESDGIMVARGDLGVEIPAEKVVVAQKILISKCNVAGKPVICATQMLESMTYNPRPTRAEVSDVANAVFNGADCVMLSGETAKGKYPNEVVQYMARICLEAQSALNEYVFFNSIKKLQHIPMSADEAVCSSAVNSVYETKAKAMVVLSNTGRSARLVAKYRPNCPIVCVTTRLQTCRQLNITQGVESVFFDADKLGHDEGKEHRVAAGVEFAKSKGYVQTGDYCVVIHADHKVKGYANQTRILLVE
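Pyruvate kinase activity monitored as ATP production (luciferase luminescence). Conditions: 0.1 nM enzyme, 0.5 mM PEP, 0.1 mM ADP, 1 h, RT; normalized against uninhibited and no-enzyme wells.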
Active calls of the source: *; ? = inconclusive; . = no result given; [ ] = dose if it differs, or a comment. Unless noted, the call rests on the fitted dose curve; in most records, active means well fitted curve in the direction sought with a large enough effect; inconclusive means small, poorly fitted or top-dose-only effect, or another doubt; inactive means no such curve, though single readings can be large; an effect the other way counts as inactive or inconclusive.

SMILES	AmpC no deterg	Pf growth 48h	Shiga inhibitor	Tb PYK inh	Pf growth 96h	CHX counter	LmPK inhibitor
O=C(NNC(=O)c1cc(-c2ccccc2)nn1-c1ccccc1)c1ccccc1	-25%	17%	13	-4%	28%	8.5*	1%
CSc1nc2nc3c(cn2n1)C(=O)CC(c1ccccc1)C3 (stereo not given)	-14%	15%	-13	-2%	.	-2	0%
O=C(Nc1cccc(C(=O)N2CCCC2)c1)c1ccccc1Cl	-6%	.	-2	-5%	-3%	1	9%
COc1ccccc1/C=N/NC(=O)CSc1ccc2ccccc2n1	-40%	20%[0.00184 µM]	70*	-4%	-3%	25*	3%
CC(=O)OC1COC(n2ccc3cc([N+](=O)[O-])ccc32)C(OC(C)=O)C1OC(C)=O (stereo not given)	30%	-4%	-3	3%	-19%	-2	-1%
COCc1cc(N2CCN(c3ccccc3F)CC2)nc(-c2ccccc2)n1	84%[activator]	-8%	-18	4%	8%	11	-5%
CC1(C2CC2)NC(=O)N(CC(=O)Nc2ccccc2C#N)C1=O (stereo not given)	-1%	-7%	.	2%	15%	.	.
CCC(C)N(C)C1CCN(C(=S)Nc2cccc(OC)c2)CC1 (stereo not given)	-23%	?	-8	3%	15%	1	-4%
O=C(COc1ccc2c3c(c(=O)oc2c1)CCCC3)NCCCN1CCOCC1	-7%	-13%	-3	2%	4%	-2	-2%
CC(C)(C)c1ccc(Cn2c(=O)cnc3ccccc32)cc1	27%	?	90*	-1%	?	38*	0%
COc1ccc(C(C)=O)cc1COc1cccnc1[N+](=O)[O-]	-22%	-5%	2	5%	1%	2	0%
C=CCN1C(=O)C2(OCCCO2)c2ccccc21	-3%	8%	4	-3%	?	7	-3%
O=C(CCCN1C(=O)C(c2ccccc2)Oc2cccnc21)Nc1cccc(F)c1 (stereo not given)	-6%	10µM*	-1	3%	?	17	-3%
CCOC(=O)N1CCC(NC(=O)c2cc3c(=O)[nH]c4ccccc4c3n2C)CC1	1%	-8%	-15	2%	3%	-4	-1%
O=C(O)CC1(c2ccc(F)cc2)C2CC3CC(C2)CC1C3 (stereo not given)	-33%	-19%	-11	3%	0%	-3	-1%
C/C=C/C1=CC(=O)C[C@H](c2ccc(OC)c(OC)c2)C1	-10%	?	.	-4%	?	.	.
Cc1cccc(-n2cnc3cc([N+](=O)[O-])ccc32)c1	-15%	17%	14	-20%	3%	12*	-5%
COc1ccc2nc(N/C(N)=N/S(C)(=O)=O)nc(C)c2c1	1%	64%[activator]	12	4%	137%[activator]	-3	10%
COc1cccc(CNc2nc3nc(C)c(Cl)c(=O)n3[nH]2)c1	-17%	12%	4	3%	4%	4	1%
NC(=O)c1ccccc1NS(=O)(=O)c1cccs1	-14%	-5%	12	-4%	-5%	-2	-1%
CCn1c(=O)cc(SCC(=O)N2CCC3(CC2)OCCO3)c2ccccc21	27%	-6%	5	1%	?	4	-2%
COC(C(=O)N/N=C(\C)c1ccc(C)cc1)c1ccccc1 (stereo not given)	1%	-7%	19	-4%	?	11*	-2%
COCCCN1C(=O)N(c2ccccc2)C(=O)C1CC(=O)Nc1ccccc1 (stereo not given)	-13%	17%	-4	-10%	-7%	8	3%
Cc1cc(Br)ccc1OCC(=O)NNC(=O)c1ccc(NC(=O)C2CC2)cc1	-51%	-4%	-23	-5%	.	0	11%
Cc1cccc(/N=C/c2c(O)ccc3oc4c(c23)CCCC4)n1	-32%	18%	-1	4%	34%[activator]	-4	2%
COc1ccc(/C=C/C(=O)Oc2cccc(/C=N/NC(=O)Cc3ccc(Br)cc3)c2)cc1	-38%	?	89*	0%	?	49*	5%
COC(=O)c1ccc(CSc2nc3c(c(=O)n2-c2ccc(F)cc2)SCC3)o1	-7%	?	7	-25%	?	-3	9%
CC1c2cc3c(cc2CCN1C(=O)c1ccc(C(F)(F)F)cc1)OCCCO3 (stereo not given)	75%[activator]	-5%	-8	7%	?	-6	-6%
Cc1cc(C)cc(NC(=O)C(OC(=O)c2ccc(O)cc2)c2ccccc2)c1 (stereo not given)	-49%	?	.	0%	?	.	.
NS(=O)(=O)c1ccc(CCNC(=O)Cc2c[nH]c3ccccc23)cc1	-10%	5%	1	2%	-6%	-5	1%

Reformatted: entries from further up.
Below each compound – AmpC no deterg	Pf growth 48h	Shiga inhibitor	Tb PYK inh	Pf growth 96h	CHX counter	LmPK inhibitor
NS(=O)(=O)c1ccc(CCNC(=O)Cc2c[nH]c3ccccc23)cc1
→ -10%	5%	1	2%	-6%	-5	1%
COc1ccc(/C=C/C(=O)Oc2cccc(/C=N/NC(=O)Cc3ccc(Br)cc3)c2)cc1
→ -38%	?	89*	0%	?	49*	5%
COC(C(=O)N/N=C(\C)c1ccc(C)cc1)c1ccccc1 (stereo not given)
→ 1%	-7%	19	-4%	?	11*	-2%
Cc1cccc(/N=C/c2c(O)ccc3oc4c(c23)CCCC4)n1
→ -32%	18%	-1	4%	34%[activator]	-4	2%
Cc1cccc(-n2cnc3cc([N+](=O)[O-])ccc32)c1
→ -15%	17%	14	-20%	3%	12*	-5%

One compound at a time, from the list above. Screens in order: AmpC no deterg, Pf growth 48h, Shiga inhibitor, Tb PYK inh, Pf growth 96h, CHX counter, LmPK inhibitor
Record of Cc1cc(Br)ccc1OCC(=O)NNC(=O)c1ccc(NC(=O)C2CC2)cc1 → -51%, -4%, -23, -5%, ., 0, 11%
Record of COc1cccc(CNc2nc3nc(C)c(Cl)c(=O)n3[nH]2)c1 → -17%, 12%, 4, 3%, 4%, 4, 1%
Record of CC1c2cc3c(cc2CCN1C(=O)c1ccc(C(F)(F)F)cc1)OCCCO3 (stereo not given) → 75%[activator], -5%, -8, 7%, ?, -6, -6%
Record of Cc1cccc(-n2cnc3cc([N+](=O)[O-])ccc32)c1 → -15%, 17%, 14, -20%, 3%, 12*, -5%
Record of COc1ccc2nc(N/C(N)=N/S(C)(=O)=O)nc(C)c2c1 → 1%, 64%[activator], 12, 4%, 137%[activator], -3, 10%

Additional compounds follow:
SMILES	AmpC no deterg	Pf growth 48h	Shiga inhibitor	Tb PYK inh	Pf growth 96h	CHX counter	LmPK inhibitor
O=C(CC1CCCC1)Nc1cc(S(=O)(=O)N2CCOCC2)ccc1O	-28%	0%	.	-16%	19%	.	.
Cc1cn2c(nc1=O)OC1C(O)C(COC(=O)c3ccccc3)OC12 (stereo not given)	-3%	5%	10	5%	21%	4	-1%
Cc1nc([N+](=O)[O-])c(Sc2nc3ccc([N+](=O)[O-])cc3[nH]2)n1Cc1ccccc1	-27%	?	-5	2%	?	-2	3%
COc1ccc(/C=C(/NC(=O)c2ccccc2)C(=O)N2CCCC2)cc1OC	3%	-13%	-6	-1%	?	-3	-4%
C#CCSc1nccc(-c2nn(-c3ccc(C)cc3)ccc2=O)n1	29%	-12%	-25	-22%	.	-4	-3%
COc1ccc(-n2c(C)cc(-c3cn4cccc(C)c4n3)c2C)cc1	33%	?	10	-5%	?	2	1%
CSc1nc(C)c2c(n1)N(c1cccc(C)c1)CC2	147%[activator]	-5%	15	6%	?	4	0%
COC(=O)c1sc(S(=O)(=O)NC(Cc2ccccc2)C(=O)O)c(C(=O)OC)c1C (stereo not given)	-17%	1%	.	-1%	-7%	.	.
C=CCn1c(CC(=O)OC)csc1=Nc1ccc(C(C)=O)cc1	-17%	34%[activator]	63*	-5%	?	33*	-2%
COc1cccc(/C=N/Nc2nnc(C)n2N)c1OCc1ccccc1Cl	91%[activator]	?	3	0%	-27%	3	4%
CC1CCCCN1CCNC(=O)c1ccc2c(=O)n(Cc3ccc(Cl)cc3)c(=S)[nH]c2c1 (stereo not given)	88%[activator]	3.7µM*	-3	-24%	8%	1	0%
NCC(=O)NCC(=O)OCc1ccccc1	1%	12%	-2	-12%	2%	-5	9%
COc1ccc(N(CC(=O)Nc2cccc(SC)c2)S(C)(=O)=O)cc1Cl	-1%	0%	5	-1%	-8%	11	6%
O=[N+]([O-])c1ccc(Cl)cc1N1CCCCC1	-13%	22%	-11	-3%	19%	-3	-1%
C=CCOc1ccc(Cl)cc1C(=O)O	-6%	8%	-10	3%	0%	-3	-1%
Cn1c(CNc2cccc(C(F)(F)F)c2)n[nH]c1=S	-18%	28%	16	?	?	-3	-6%
COc1ccccc1CN(C)C(=O)C(NC(=O)Cc1cccc2ccccc12)C(C)C (stereo not given)	35%	?	-8	-3%	?	-1	-5%
COCCCN1C(=O)C(=O)/C(=C(/O)c2ccc(OC(C)C)cc2)C1c1cccnc1 (stereo not given)	-8%	71%[activator]	18	-2%	39%[activator]	-4	2%
CCCCNC(=O)C1CC(c2c(Cl)cccc2Cl)=NO1 (stereo not given)	-17%	-25%	-10	4%	?	-4	2%
Cc1ccc(NC(=O)Cn2nc(C(F)(F)F)c3c2CCC3)cc1	-16%	7%	-1	3%	.	-7	-1%
O=S(=O)(NCC1CCN(S(=O)(=O)c2ccccc2)CC1)c1ccccc1	-49%	-3%	11	2%	-21%	-5	0%
c1ccc(-c2cccs2)nc1	-5%	?	-5	-1%	26%	1	-3%
CO/N=C/C(=N\Nc1ccc(C)cc1)C(=O)c1ccc(OC)cc1	-21%	.	-6	4%	?	-3	13%

Compound activity from PubChem.
